Screening results: PubChem BioAssay, Broad Institute
HRP interference: HRP/luminol detection interference without ALR, dose response, artefact control for ALR inhibitor project, biochemical, luminescence, no ALR or DTT; HRP/H2O2 luminol luminescence counterscreen, no ALR; AC50 in µM for hits, for the others activity change, negative = inhibition, % at the top dose, mostly 10 µM; 2,500 compounds, 15% hits;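 active = signal-lowering compounds whose fitted half-maximal concentration AC50 is no higher than ten times their top tested concentration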;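 note: 0% = median of neutral control wells and -100% = median of quercitin 100 µM wells; many of its hits are not listed in these tables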
* hit, by the source's call.

no.	Molecule	HRP interference
1	Cc1ccc(S(=O)(=O)NC(=O)c2cc(C)n(-c3ccc(N(C)C)cc3)c2C)cc1	-7.0%
2	CC(NC(=O)c1cccc(N(C)C)c1)c1ccc(-n2ccnc2)cc1 (centres undefined)	0.3%
3	CC(C(=O)Nc1ccc(S(N)(=O)=O)cc1)N1CCc2ccccc21 (centres undefined)	-8.9%
4	COc1ccc(CSc2nc(O)cc(=O)n2CC(C)C)cc1F	-3.4%
5	CCc1c(C(=O)NCc2cnn(C)c2)csc1C	-1.2%
6	CCN(CC)c1ccc(CN(C(=O)c2cc(OC)c(OC)c(OC)c2)C2CCS(=O)(=O)C2)cc1 (centres undefined)	-5.8%
7	COc1ccc(N2C(=O)CC(NNc3ncc(Cl)cc3Cl)C2=O)cc1 (centres undefined)	-2.1%
8	COc1ccc(-n2c(-c3ccco3)n[nH]c2=S)cc1	-3.7%
9	Cc1ccc2nc(NCc3ccccc3)[nH]c2c1	-1.9%
10	Cc1c(Cl)cccc1-n1c(-c2cccnc2)n[nH]c1=S	-8.6%
11	CN(C)S(=O)(=O)c1ccc2nc(NC(=O)c3cccs3)sc2c1	0.9%
12	CC(NS(=O)(=O)c1ccccc1)c1n[nH]c(=S)n1-c1ccccc1 (centres undefined)	1.3%
13	COc1ccccc1NC(=O)c1c(NC(=O)CCC(=O)O)sc2c1CCCCC2	-4.6%
14	CN1CCN(C(=S)c2ccc(N(C)C)cc2)CC1	-7.3%
15	Oc1ccc(C2C[C@H]3CC[C@@H]2C3)cc1O (some centres undefined)	-3.6%
16	COc1ccc(C2NC(=O)C(C#N)=C(S)N2c2ccccc2)cc1OC (centres undefined)	-3.4%
17	CC(CN1CCN(c2ccccc2)CC1)c1ccccc1 (centres undefined)	-2.0%
18	CNc1nn(-c2cccc(Cl)c2)nc1N	-7.4%
19	COc1cc(/C=N/NC(=O)c2cc3ccccc3[nH]2)ccc1O	-13%
20	O=C(Cn1ccnc1)c1ccc(O)c(O)c1	-14%
21	COc1cc(OC)c2ccc(=O)oc2c1C(CC(=O)N1CCCC1)c1ccc(N(C)C)cc1 (centres undefined)	-7.2%
22	O=C(C1CCCCC1)N1CCN=C1SCc1cccnc1	-1.1%
23	C=CCn1c(SCc2cccc(F)c2)nc2cc(C(=O)N3CCC(C(N)=O)CC3)ccc2c1=O	-1.3%
24	CC[n+]1cc(C)ccc1/C=C/c1ccc(N(C)C)cc1	-6.2%
25	COc1cc(N=Cc2c(CO)cnc(C)c2O)cc(OC)c1OC	-6.8%
26	C/C(=N/NS(=O)(=O)c1ccc(Br)cc1)c1ccc(C)o1	-5.2%
27	Cc1ccc(-c2c(C(=O)O)c(C(=O)O)c3n2CSC3)cc1	3.8%
28	O=C(NCC(=O)N1CCN(c2ccccc2O)CC1)c1ccco1	4.7%
29	Cc1c(Cc2ccccc2)c(=O)oc2cc(O)cc(O)c12	-5.4%
30	CC(=O)c1ccc(NC(=O)N2CCN(c3ccc(C)cc3)C(C)C2)cc1 (centres undefined)	-1.4%
31	Cc1ccc(C(=O)Nc2ccc(O)cc2C(=O)O)cc1C	-1.2%
32	CCN(CCCNC(=O)C1CCN(S(=O)(=O)c2cnc[nH]2)CC1)c1cccc(C)c1	-3.8%
33	COc1ccc(CC(=O)N2CCN=C2SCc2cccc([N+](=O)[O-])c2)cc1	-3.1%
34	S=c1[nH]nc(-c2ccco2)n1C1CCCCC1	-1.2%
35	C/C(=N\Nc1ccccn1)c1ccc(OC(F)F)cc1	0.3%
36	Nc1cc([N+](=O)[O-])ccc1Nc1ccccc1	-1.9%
37	COc1cccc(OC)c1C(=O)Nc1ccc(N2CCCCC2)cc1	-3.5%
38	CCN(CCNC(=O)c1cccc(N2CCCC2=O)c1)c1ccccc1	-4.5%
39	COc1ccc(OC)c(C2C(C#N)=C(N)Oc3cc(N)ccc32)c1 (centres undefined)	-8.0%
40	Cc1c(C)c(C)c(C(=O)CCc2cccc(NC(=O)CCC(=O)O)c2)c(C)c1C	-6.2%
41	CN(C)c1ccc(NC(=O)Nc2ccc3snnc3c2)cc1	-3.9%
42	COc1ccc(N2CCN(C(CNS(C)(=O)=O)c3ccco3)CC2)cc1 (centres undefined)	-6.5%
43	Cc1ccc(C2=CSC3=NNC4(CCCCC4)NN23)cc1	-0.2%
44	CC(c1n[nH]c(=S)n1-c1ccc(F)cc1)N1CCCCC1 (centres undefined)	2.5%
45	O=C(NNc1nc2ccccc2s1)c1ccccc1F	5.3µM*
46	O=C(C1CC1)N1CCN=C1SCc1ccc(Cl)cc1	-1.1%
47	CN1CCN(/N=C/c2nc(-c3cccc([N+](=O)[O-])c3)n3ccccc23)CC1	-12%
48	Cc1ccc(-n2cccc2/C=C2/C(=N)N3C(=NC2=O)SN=C3S(C)(=O)=O)cc1	-1.9%
49	Cc1ccc(NC2CCCN(C(=O)CN3C(=O)c4ccccc4C3=O)C2)cc1C (centres undefined)	0.2%
50	O=C(c1ccc(CS(=O)Cc2ccccc2Cl)o1)N1CCN(c2cccc(Cl)c2)CC1 (centres undefined)	-1.8%
51	Cc1ccc(/C=N/n2c(-c3cccnc3)n[nH]c2=S)s1	-13%
52	O=C(O)c1cc([N+](=O)[O-])c(Sc2nc3ccccc3[nH]2)c([N+](=O)[O-])c1	-2.1%
53	N#CC1=C(N)Oc2n[nH]c(-c3cccs3)c2C1c1ccco1 (centres undefined)	-15%
54	CCN(CC)c1ccc(NC(=O)Cn2cc3c(n2)CCC(C)C3)c(C)c1 (centres undefined)	-3.9%
55	O=C(Nc1cc([N+](=O)[O-])ccc1O)c1ccc2c(c1)C(=O)N(Cc1ccco1)C2=O	-1.3%
56	CS(=O)(=O)c1nsc2nc(=O)c(/C=C3\C=Nc4ccccc43)c(N)n12	-1.3%

Next part.
no.	Molecule	HRP interference
57	CC1(c2ccc(O)cc2)NC(=O)N(c2ccccc2)N1 (centres undefined)	1.4%
58	CSCc1ccc(C(=O)NC(C)c2cnn(-c3ccccn3)c2C)o1 (centres undefined)	-3.1%
59	COc1cc2c(ccc3cc(OC)c(OC)c(O)c32)cc1O	-17%
60	O=C1CSC(c2cccc(F)c2)N1c1ccccc1 (centres undefined)	1.6%
61	COc1cc(/C=N/NC(=O)c2cccc(S(=O)(=O)N3CCCC3)c2)cc(OC)c1O	-7.2%
62	C/C(=N\Nc1nc2ccccc2[nH]1)c1ccc(C)o1	-4.8%
63	Cc1ccc(Cn2c(N/N=C/c3ccncc3)nc3c2c(=O)n(C)c(=O)n3C)cc1	-4.9%
64	O=C(CCCC(=O)c1ccccc1)Nc1ccc(O)cc1	-3.4%
65	CN(C)c1ccc(/C=N/NC(=O)c2ccn(C)n2)cc1	-2.6%
66	CC(=O)N1CCN(C(=S)c2ccc(N(C)C)cc2)CC1	-6.3%
67	O=C(CCNS(=O)(=O)c1ccccc1)N1CCN(c2ccccc2)CC1	-1.1%
68	Cc1c(C(=O)c2ccc(N(C)C)cc2)c2ccccn2c1CCC#N	-10%
69	O=C(NCC(c1ccco1)N1CCc2ccccc21)c1ccccc1 (centres undefined)	-3.6%
70	O=C(CCC(=O)c1cccs1)Nc1ccc(N2CCCCC2)cc1	-3.5%
71	O=S(=O)(c1ccccc1)N1CCN=C1SCc1cccnc1	-1.3%
72	COc1cccc(/C=N/NC(=O)CNC(=O)c2cccnc2)c1O	-7.1%
73	COc1ccc(OC)c(Nc2c3c(nc4ccccc24)CCC3)c1	-8.0%
74	O=C(c1cccs1)N1CCN=C1SCc1cccnc1	-2.5%
75	COc1cc(NC(=O)C(c2ccccc2)c2ccccc2)c(C(=O)O)cc1OC	-2.7%
76	C(=N\Nc1ncnc2ccccc12)/c1ccccc1	-29%
77	Cc1ccc(-c2nc(C#N)c(NCCN3CCCCC3)o2)cc1	-7.8%
78	S=c1[nH]nc(C2CCCCC2)n1/N=C/c1cccs1	-1.5%
79	COc1c(F)c(F)c(C(=O)O)c(Nc2ccc(C)cc2C)c1F	-2.5%
80	COc1cccc(N2CCN(CC(=O)NC(C)c3ccccc3)CC2)c1 (centres undefined)	-1.5%
81	Cn1nnnc1SCc1ccc(C(=O)Nc2nccs2)cc1	-0.6%
82	CC(C)c1ccc(NC2CCCN(C(=O)c3cscn3)C2)cc1 (centres undefined)	-3.5%
83	O=C(O)c1cc(N/N=C/c2ccc(-c3ccccc3)cc2)ccc1Cl	-9.1%
84	Nc1ccc2oc(-c3cccs3)nc2c1	0.8%
85	Cc1cccc(N2CC(C(=O)Nc3ccccc3N3CCCC3)CC2=O)c1C (centres undefined)	-8.5%
86	CCCC(=O)N1c2ccc(-c3csc(N)n3)cc2CC1C (centres undefined)	-0.9%
87	Cc1ccc(S(=O)(=O)NNC(=O)c2ccc3ccccc3n2)cc1	-13%
88	O=C(O)C(c1ccccc1)N1C(=O)/C(=C\c2ccc(O)c(O)c2)SC1=S (centres undefined)	5µM*
89	O=C(C1CC1)N1CCN=C1SCc1ccc(F)cc1	2.1%
90	CCN(CC)c1ccc(/C=N/NC(=O)CC(C)C)cc1	-1.9%
91	CC(c1ccc(F)cc1)n1c(-c2cccs2)n[nH]c1=S (centres undefined)	-0.9%
92	CCN(CCCNS(=O)(=O)c1ccc2c(c1)CCN2C(C)=O)c1cccc(C)c1	-1.5%
93	Cc1cc(C)cc(-n2ncc3c2CCCC3NC(=O)c2cc(C)n(C)n2)c1 (centres undefined)	-4.6%
94	Cc1ccc(-c2nc(Nc3cccc(C)c3)sc2CC(=O)O)cc1	-2.5%
95	Cc1ccc(C(=O)Nc2ccccc2C(=O)O)cc1S(=O)(=O)Nc1ccc(Br)cc1	-11%
96	Oc1cc(O)cc(/C=C/c2ccc(O)c(O)c2)c1	5.2µM*
97	CN(C)c1ccc(/C=N/NC(=O)c2sccc2-n2cccc2)cc1	-1.9%
98	Oc1ccccc1-c1n[nH]c(=S)n1Cc1ccco1	-1.9%
99	Cn1c(-c2sc3ccccc3c2Cl)n[nH]c1=S	-5.7%
100	COc1cc(-n2c(-c3ccccc3)n[nH]c2=S)c(OC)cc1Cl	-5.8%
101	Cc1cc(-c2nsc(=O)o2)c(S(C)(=O)=O)s1	-3.3%
102	COc1ccc(NC2CCCN(C(=O)Cn3ccc(C)n3)C2)cc1OC (centres undefined)	-14%
103	Cc1ccn2c(NC3CCCCC3)c(C(C)C)nc2c1	-6.5%
104	Cc1ccc2nc(-c3cccc(N)c3)[nH]c2c1	-3.0%
105	CCN(CCNC(=O)C1CCCN(Cc2nc(-c3ccc(OC)cc3)oc2C)C1)c1ccccc1 (centres undefined)	-5.3%
106	O=C1CS/C(=N\C(=O)N2c3ccccc3Sc3ccccc32)N1	-2.6%
107	NCCSc1c(-c2ccccc2)[nH]c2ccccc12	-0.2%
108	Cc1cc(S(=O)(=O)N2CCN(c3ccccc3O)CC2)c(C)s1	-1.5%
109	CCN1CCN(C(=O)c2cc3c(-c4ccc(Cl)cc4)nn(C)c3s2)CC1	-4.4%
110	N#Cc1c2n(c3c(=O)n(Cc4ccccc4)cnc13)CCCC2	1.8%

Some of the compounds tested; rates above refer to the full screens.
